# Bioassay records as filed in PubChem.
# HEK293 tox: kills HEK 293 cells | HEK 293 viability, ATP luminescence (CellTiter-Glo), 48-72 h | Potency, µM (top dose mostly 115 µM), for inactives: at the highest dose activity change, negative = cytotoxicity, hits mostly inhibitors | 6.6% of 94,000 active; also: potency is read from the fitted curve at half-maximal effect; nearly all actives have a fitted effect of over 60% in size
#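 Viability of HEK 293 cells, plated at 250 cells/well, was judged by cellular ATP after compound treatment for 48 or 72 hr. Luminescence was imaged 10 min after CellTiter-Glo addition at room temperature.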
# Luciferase inh: blocks purified firefly luciferase enzyme activity | P08659 | purified P. pyralis luciferase, luminescence, biochemical | Potency, µM (doses to about 115 µM), for the others: at the highest dose activity change, negative = inhibition, most hits filed as inhibitors | 2.5% of 76,000 active | AID 1347043; also: potency is read from the fitted curve at half-maximal effect; nearly all actives have a fitted effect of over 65% in size
# Target sequence (P08659 whole entry, looked up): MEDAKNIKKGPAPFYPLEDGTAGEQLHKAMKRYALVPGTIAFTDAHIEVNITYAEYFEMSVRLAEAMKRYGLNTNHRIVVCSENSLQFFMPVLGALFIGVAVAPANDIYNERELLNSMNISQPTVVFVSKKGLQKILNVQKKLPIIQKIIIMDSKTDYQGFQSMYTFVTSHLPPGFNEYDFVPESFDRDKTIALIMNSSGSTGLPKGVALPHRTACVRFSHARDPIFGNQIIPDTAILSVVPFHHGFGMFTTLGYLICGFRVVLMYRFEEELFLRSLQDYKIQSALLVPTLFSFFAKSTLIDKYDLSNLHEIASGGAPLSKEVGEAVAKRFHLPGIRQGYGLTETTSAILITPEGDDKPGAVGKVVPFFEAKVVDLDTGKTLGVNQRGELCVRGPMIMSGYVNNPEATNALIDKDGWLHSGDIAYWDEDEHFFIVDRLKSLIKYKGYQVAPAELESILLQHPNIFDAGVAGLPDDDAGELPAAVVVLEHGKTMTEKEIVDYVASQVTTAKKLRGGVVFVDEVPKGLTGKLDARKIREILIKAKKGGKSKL
#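 FLuc 10nM, D-luciferin 10uM, ATP 10uM, Mg acetate 10mM, Tris acetate pH 7.5, Tween/BSA; cpd qHTS; enzyme added last; CCD luminescence.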
# SNCA viab count: cell viability loss counter-screen; HEK-293-SNCA-luc viability, GF-AFC fluorescence, 24 h; Potency, µM (highest dose often 57.1 µM), for the others: at the top dose activity change, negative = cytotoxicity, hits mostly cytotoxic; 0.12% of 150,000 active; AID 1671193;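 also: potency is read from the fitted curve at half-maximal effect; 0% = DMSO-treated cells and -100% = medium-only wells without cells; nearly all actives have a fitted effect of over 30% in size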
#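 Cytotoxicity counterscreen: after 24 h compound treatment of genome-edited SNCA-luciferase HEK-293 cells, live-cell protease substrate GF-AFC read by fluorescence after 30 min; activity scaled between DMSO (0%) and medium-only (-100%), curves Hill-fitted.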
# GPT2 inhibitor: blocks human glutamate pyruvate transaminase 2. Q8TD30. Recombinant GPT2, coupled pyruvate oxidase/HRP Amplex Red fluorescence. Potency, µM (top dose mostly 57.7 µM), for inactives: at the top dose activity change, negative = inhibition, usual class: inhibitors. 0.25% of 100,000 active. AID 1671188; also: potency is read from the fitted curve at half-maximal effect; nearly all actives have a fitted effect of over 60% in size; many of its hits are not listed in these tables
# Target sequence (Q8TD30 whole entry, looked up): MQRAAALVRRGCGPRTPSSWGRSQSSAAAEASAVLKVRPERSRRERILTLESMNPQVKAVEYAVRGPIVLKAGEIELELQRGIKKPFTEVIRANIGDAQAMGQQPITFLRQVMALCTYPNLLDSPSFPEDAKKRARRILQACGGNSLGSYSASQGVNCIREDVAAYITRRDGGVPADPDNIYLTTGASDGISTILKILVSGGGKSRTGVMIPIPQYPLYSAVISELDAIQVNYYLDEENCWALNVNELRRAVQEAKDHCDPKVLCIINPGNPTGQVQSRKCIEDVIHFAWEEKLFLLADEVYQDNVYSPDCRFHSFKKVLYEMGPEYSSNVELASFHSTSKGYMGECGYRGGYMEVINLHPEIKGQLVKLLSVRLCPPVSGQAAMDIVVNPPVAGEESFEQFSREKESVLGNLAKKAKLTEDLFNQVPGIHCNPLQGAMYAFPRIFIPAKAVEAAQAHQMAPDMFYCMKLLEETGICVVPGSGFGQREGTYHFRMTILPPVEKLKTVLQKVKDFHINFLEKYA
#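 Fluorescence read-out: pyruvate from GPT2 turnover coupled to pyruvate oxidase, HRP and Amplex Red (0.2mM ThPP, 0.2U/mL PO and HRP, 50uM Amplex final). Substrates 250uM a-KG, 2mM L-alanine; enzyme 10ng/uL; 30 min RT.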
# SNCA expr inhib: SNCA gene expression inhibition | HEK-293 SNCA-luciferase knock-in, luminescence, 24 h | Potency, µM (doses to about 57.2 µM), inactives show at the highest dose activity change, negative = inhibition, usual class: inhibitors | 0.17% of 140,000 active;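 also: potency is read from the fitted curve at half-maximal effect; plate controls were DMSO cells for no effect and cell-free wells for full effect; nearly all actives have a fitted effect of over 45% in size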
# IP6K1 inh: inhibitors of human IP6K1 | activity change, % (series mostly up to about 58 µM) | Q92551 | 0.81% of 140,000 active | AID 1645851 | IP6K1 kinase, ADP-Glo luminescence, 2 h; stronger effect = lower value; in the data active = activity change below about -25%
#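 ADP-Glo luminescence measures ADP made by human IP6K1 during a 2 h RT reaction with ATP/IP6 (mix at 1.3 mM/130 uM); top library doses 57.5 and 19.1 uM final.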
# NIH3T3 tox: kills NIH 3T3 cells | NIH 3T3 viability, CellTiter-Glo ATP luminescence, 48-72 h | Potency, µM (top dose mostly 96.7 µM), for the others: top-dose activity change, negative = cytotoxicity, usual class: inhibitors | 4.3% of 94,000 active; also: potency is read from the fitted curve at half-maximal effect; nearly all actives have a fitted effect of over 55% in size
#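 Cells were seeded at 400 per well, treated with pin-transferred compound, and kept 48 or 72 hr at 37 °C before CellTiter-Glo addition and luminescence imaging of cellular ATP.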
# The depositor's hits bear a star; i = inactive; u = inconclusive; x = no result given; [ ] = dose if it differs, or a comment. Unless noted, calls follow the shape of the dose curve; as a rule, active = well fitted curve in the direction sought with a large enough effect; inconclusive = small, poorly fitted or top-dose-only effect, or another doubt; inactive = no such curve, though single readings can be large; an effect the other way counts as inactive or inconclusive. Unless noted, % is scaled to controls: 0 for no effect and ±100 for the full control effect.
SMILES	HEK293 tox	Luciferase inh	SNCA viab count	GPT2 inhibitor	SNCA expr inhib	IP6K1 inh	NIH3T3 tox
O=C(O)C[C@@H]1CCN(C(=O)N2CCOCC2)C[C@@H]1CCN1CCN(c2cccc(C(F)(F)F)c2)CC1	3.8%	-6.5%	10.0%	i	4.6%	2.7	1.9%
Cc1ccc(Cl)cc1NS(=O)(=O)c1ccc2c(c1)NC(=O)CCS2	x	x	5.3%	x	-9.8%	-3.5	x
Cc1cnc(C(=O)N[C@@H]2CCC[C@@H]2C(=O)NCCC2=CCCCC2)cn1	-20.5%	u	u	i	77.5%[activator]	5.6	-18.8%
O=[N+]([O-])c1ccc(S(=O)(=O)N2CCn3cccc3C2c2ccccc2F)cc1 (stereo not given)	x	x	-1.8%	x	-4.7%	24.3	x
CN(C)C/C=C/C(=O)Nc1cccc(C(=O)Nc2cccc(Nc3ncc(Cl)c(-c4c[nH]c5ccccc45)n3)c2)c1	x	x	u	2.5%	x	1.2	x
O=C(CCC1CCN(C(=O)[C@H]2C[C@@H]3C=C[C@H]2C3)CC1)N1CCC(Cc2ccccc2)CC1	44.7µM*	-12.4%	7.8%	u	-9.5%	8.2	u
Cn1cc(CN2C[C@H](C(=O)Nc3nccs3)C[C@@H]2c2cccc(C(F)(F)F)c2)cn1	u	-9.5%[172 µM]	-3.4%[87.6 µM]	-7.7%[88.5 µM]	-22.4%[87.6 µM]	-1.4	u
O=C1CCCCC(C(=O)N2CCc3ccccc32)N1 (stereo not given)	3.6%	u	-0.7%	-10.6%	-11.5%	12.2	3.9%
Cc1cc(-c2ccc(C)c(S(=O)(=O)NC(c3cccs3)C(C)C)c2)on1 (stereo not given)	x	x	-10.5%	x	u	-20.5	x
COc1ccccc1N1CCN(C(=O)c2cn(C)c3ccc(S(=O)(=O)N(C)C4CCCCC4)cc3c2=O)CC1	x	x	0.6%	x	32.7%	-10.2	x
Cc1ccc(CCNC(=O)c2cn(C)c3ccc(S(=O)(=O)N(C)C4CCCCC4)cc3c2=O)cc1	x	x	6.7%	x	36.9%[activator]	-7.5	x
CN1CCC(Oc2nccnc2N2CCOCC2)C1 (stereo not given)	9.3%	5.5%	8.2%	i	17.2%	26.9	-3.6%
COc1ccc(F)cc1-c1cccc(C(=O)NCCNC(=O)Cc2cccc(Cl)c2)c1	u	x	-23.2%	i	21.4%	-12.5	39.8µM*
COc1ccc2c(c1)N1C(=O)C[C@@]34C=CC[N@+]5([O-])CC[C@H]2[C@H](CC3)[C@@]145	x	x	0.0%	i	x	4.2	x
CC(O)CCC1C(CO[C@@H]2O[C@H](CO)[C@@H](O)[C@H](O)[C@H]2O)CC(O)CC1(C)C (stereo not given in full)	x	x	u	u	x	-2.5	x
CC1=C(c2ccc(C(C)C)cc2)S(=O)(=O)NC1=NCc1ccccc1C	x	x	1.2%	x	-7.8%	-7.5	x
O=C(CCc1ccco1)N1CCC(C2CCN(Cc3cccc(F)c3F)CC2)C1 (stereo not given)	u	11.8%	-8.2%	u	-28.4%	-0.9	u
O=C(NCc1ccccc1)C1CCC(=O)N1C1CCN(C(=O)Cc2ccccc2F)CC1 (stereo not given)	-12.9%	-11.6%	2.1%	i	-17.0%	-15.9	-15.7%
Cc1nn(-c2ccccc2)c2c1C(C(C)C)N(C1CN(C(=O)c3ccc(Cl)nc3)C1)C2=O (stereo not given)	i	x	x	x	x	0.4	2.4%
Nc1nc(CCC(=O)N[C@@H]2[C@@H](Cc3ccccc3)[C@H]3OCC[C@@H]23)cs1	-14.6%	1.6%	-15.9%	-12.0%[11.5 µM]	-14.1%	24.3	-19.6%
CCC(C)NC(=O)C1COC2(CCC(C)CC2)N1C(=O)c1cccc(C)c1 (stereo not given)	-12.8%	-7.3%	0.7%	i	-18.1%	-2.8	-7.0%
Cc1ccc2oc(-c3ccc(NC(=O)CCC(=O)O)cc3)nc2c1	x	x	-2.5%	x	10.2%	-3.6	x
Cc1noc(C)c1[S+](=O)([O-])N1CCC12Cc1ccccc1NC2=O (stereo not given)	-1.3%	-1.0%	1.2%	i	10.7%	-1.2	-6.5%
Cc1cnc(C2CCN(C(=O)c3ccc(Cl)cc3)CC2)[nH]1	-13.6%	x	9.3%	1.8%	-6.5%	5.7	-12.1%
COC[C@@H]1CN(Cc2cccc(OC)c2)C[C@H]1C(=O)NC1CC1	-11.0%	-0.6%	15.4%	-14.2%	-18.3%	2.8	-11.6%
CC(C)OCCCNC(=O)C1c2ccccc2C(=O)N(Cc2ccccc2)C12CCCC2 (stereo not given)	u	-9.1%	-9.6%	-1.1%	-20.4%	7.8	-33.5%
CCc1ccccc1N(C)C(=O)c1ccc2c(=O)n3c(nc2c1)CCCCC3	x	x	-1.0%	x	47.1%[activator]	-9.1	x
O=C1CC(c2ccccc2)N(Cc2ccncc2)CCCN(C(=O)Cc2cccnc2)CCN1 (stereo not given)	-18.1%	-11.8%	-19.4%	i	-3.7%	12.2	-8.3%
Cc1ccc(CNC[C@H]2O[C@H](Cc3cc(-c4ccc(F)cc4)on3)CC[C@@H]2O)cc1	39.8µM*	-8.1%[172 µM]	-25.0%[87.6 µM]	0.2%[88.5 µM]	67.9%[activator][87.6 µM]	9.2	31.6µM*
Cc1ccc2c(c1)c(=O)c1ccccc1n2CCCC(=O)Nc1c(F)cccc1F	x	x	-21.3%	x	-11.1%	10.0	x

# In another format: entries from further up
# Screens in order – HEK293 tox, Luciferase inh, SNCA viab count, GPT2 inhibitor, SNCA expr inhib, IP6K1 inh, NIH3T3 tox
Cc1ccc2oc(-c3ccc(NC(=O)CCC(=O)O)cc3)nc2c1
    x, x, -2.5%, x, 10.2%, -3.6, x
COc1ccc2c(c1)N1C(=O)C[C@@]34C=CC[N@+]5([O-])CC[C@H]2[C@H](CC3)[C@@]145
    x, x, 0.0%, i, x, 4.2, x

# Going on with the list:
SMILES	HEK293 tox	Luciferase inh	SNCA viab count	GPT2 inhibitor	SNCA expr inhib	IP6K1 inh	NIH3T3 tox
Cn1nc(C2CCNC2)c2c(C(=O)NC3CC3)cc(C3CC3)nc21 (stereo not given)	-0.2%	x	8.6%	1.9%	0.6%	-0.4	-12.4%
Cc1noc2c(Nc3ccc(C(N)=O)cc3)cc(-c3cccnc3)nc12	-9.2%[172 µM]	-2.1%[172 µM]	-7.3%[87.6 µM]	i	-22.4%[87.6 µM]	-12.0	20µM*
Cn1c(C(=O)N2CCc3c(n(Cc4cccnc4)n(-c4ccccc4)c3=O)C2)cc2ccccc21	0.7%	10.7%	1.4%	-19.4%	-4.4%	20.3	28.2µM*
CCCc1nc(C(=O)N(C)CCCc2cnn(C)c2)cs1	-8.3%	-0.9%	-0.8%	-4.7%	8.6%	-1.5	5.0%
Cc1ccc(-n2c(C3CCN(C(=O)c4c(F)cccc4Cl)CC3)n[nH]c2=O)cc1	-1.2%	8.1%	-2.4%	i	-18.9%	-12.8	-10.0%
Cc1nnc(CN2CCN(C)C3(CCC(=O)N(CC(=O)O)CC3)C2)o1 (stereo not given)	0.2%	7.7%	-0.2%	-1.9%	-9.5%	0.4	-0.4%
CCN1CCN(C(=O)c2nc3sccn3c2-c2ccc(C)cc2)CC1	1.7%	x	0.2%	i	7.1%	1.8	-9.9%
COc1cccc(N2CCN(S(=O)(=O)c3ccc4c(c3)CCCN4C(C)=O)CC2)c1	x	x	9.1%	x	-20.0%	-5.0	x
CCc1ccc(S(=O)(=O)Nc2cc3c(cc2C)n(C)c(=O)c(=O)n3C)cc1	x	x	-16.3%	x	-15.4%	0.0	x
CCc1cccc(C)c1NC(=O)C(CC)n1ncn2c(cc3cc(C)ccc32)c1=O (stereo not given)	x	x	7.5%	x	3.1%	-12.8	x
O=C(C1CC1)N1CCC(N2C(=O)C(O)C23CCCCC3)CC1 (stereo not given)	u	5.6%	5.0%	i	0.0%	-13.8	-2.9%
CCc1ccc(NC(=O)CSC2=Nc3ccccc3C3=NC(CCC(=O)NCCc4ccccc4)C(=O)N23)cc1 (stereo not given)	x	x	5.2%	x	2.0%	-15.5	x
CCOC(=O)N1CCC(NC)CC1	i	x	-14.1%[87.6 µM]	-6.5%[88.5 µM]	-15.5%[87.6 µM]	-7.0	i
Cc1cccc(NC(=O)Cn2c(=O)n(Cc3ccccc3)c(=O)c3oc4ccccc4c32)c1C	x	x	-4.4%	x	3.8%	34.1	x
CC(C)N1CC[C@@H]2[C@H]1C(=O)NC[C@H](CCC(=O)NCc1ccccc1)N2C	0.6%[172 µM]	-2.5%[172 µM]	8.7%[87.6 µM]	-24.9%[88.5 µM]	10.9%[87.6 µM]	-5.7	-2.0%[174 µM]
COCCNC(=O)[C@@H]1C[C@H](Oc2ccccc2)CN1C(=O)c1cc(C)n(C)n1	-27.5%	-9.5%	-4.2%	-27.6%	-3.7%	3.7	-1.6%
Cc1noc([C@@H]2CN(C(=O)CC3CCCC3)C[C@H]2CO)n1	i	6.1%	4.2%	-23.8%	0.4%	-11.5	-10.7%
O=C(N1C[C@H]2CC[C@H]1C2)C1(Oc2ccc(Cl)cc2)CCNCC1	u	12.7%	0.0%	2.1%	-1.9%	-14.7	-11.9%
CCc1ccccc1NC(=O)Cn1ncc2c(C)n(Cc3ccccc3F)c(C)c2c1=O	x	x	3.0%	x	9.2%	17.4	x
CCCC(=O)N(c1ccc2oc3c(c2c1)CCCC3)S(=O)(=O)c1cc(C)ccc1C	x	x	-3.1%	x	u	1.2	x
CN(C)CCn1c2c(c(SCC(=O)Nc3ccc(F)cc3F)nc1=O)CCC2	x	x	-15.8%	x	-11.9%	31.1	x
Cn1c(-n2cccc2)c(-c2c(-c3ccccc3)[nH]c3c2c(=O)n(C)c(=O)n3C)c(=O)n(C)c1=O	x	x	5.4%	x	48.3%[activator]	16.7	x
COc1ccc(CCNC(=O)Cn2nc3n(c2=O)CCCCC3)cc1OC	11.5%	4.0%	1.3%	i	1.1%	19.1	i
CCC[C@@H]1CN(CCC(=O)NCc2cccc(Cl)c2)C[C@H]1C(=O)O	1.5%	-2.8%	4.5%	-1.6%	10.7%	22.7	3.8%
COc1cccc(CNC(=O)C2CCN(c3nc4ccc(Cl)cc4[nH]3)CC2)c1	x	x	-13.8%	x	26.1%	2.7	x
Cc1c(-c2nc(-c3ccccc3)no2)nnn1-c1ccc(F)c(Cl)c1	x	x	11.7%	x	99.2%[activator]	24.2	x
O=C(c1ccccc1Cl)N1CCN(c2nccc(Nc3ccccc3Cl)n2)CC1	44.7µM*	x	1.0%	4.3%	5.6%	17.0	u

# The list is partial (hit frequency here may not be typical).
